# Assay outcomes (PubChem)
# Sm TGR block: inhibitors of Schistosoma mansoni thioredoxin glutathione reductase. purified TGR, DTNB reduction, TNB absorbance 405 nm. Potency, µM (series often up to 114 µM), for the others: at the highest dose activity change, negative = inhibition, hits mostly inhibitors. 3% of 360,000 active; note: potency is the fitted concentration of half-maximal effect; nearly all actives have a fitted effect of over 60% in size
#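 Kinetic colorimetric format: TGR-catalysed, NADPH-driven DTNB reduction monitored via TNB absorbance. Enzyme dispensed at 20 nM; compound exposure 15 min at room temperature before reaction start.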
# AmpC no deterg: inhibitors of E. coli AmpC beta-lactamase without detergent; Potency, µM (highest dose often 57.1 µM), for the others: at the highest dose activity change, negative = inhibition, most hits filed as inhibitors; P00811; AmpC nitrocefin hydrolysis, absorbance 480 nm, 0.0001% Triton; 0.52% of 330,000 active;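 note: potency is the fitted concentration of half-maximal effect; plate controls were no compound for no effect and no enzyme for full effect; nearly all actives have a fitted effect of over 20% in size; some results filed as inactive show a strong effect at the top dose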
# Target sequence (P00811 whole entry, looked up): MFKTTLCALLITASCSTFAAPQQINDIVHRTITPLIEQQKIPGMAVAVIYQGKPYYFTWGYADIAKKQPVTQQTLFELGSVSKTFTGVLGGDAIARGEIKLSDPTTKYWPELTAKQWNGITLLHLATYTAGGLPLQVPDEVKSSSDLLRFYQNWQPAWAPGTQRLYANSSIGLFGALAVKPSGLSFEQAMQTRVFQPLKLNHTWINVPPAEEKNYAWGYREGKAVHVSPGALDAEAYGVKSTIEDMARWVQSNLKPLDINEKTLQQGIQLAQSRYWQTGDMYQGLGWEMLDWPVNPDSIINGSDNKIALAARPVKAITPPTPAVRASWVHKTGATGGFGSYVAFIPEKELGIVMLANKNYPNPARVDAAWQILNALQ
#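 AmpC (5.3 nM in the dispensed reagent) in 20 mM phosphate pH 7.0 with 0.01% (detergent screen) or 0.0001% Triton X-100 was preincubated with compounds for 15 min at room temperature. Nitrocefin was then added from an 800 uM solution, and hydrolysis was followed at 480 nm.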
# HCMV inh: inhibitors of human cytomegalovirus. HFF cells, HCMV-luciferase reporter, 72 h; hits give low values. activity change, negative = inhibition, % at 57.5 µM. 4.5% of 410,000 active; in the data active = activity change below about -60%; inconclusive = no clear call, values can overlap the other calls; inactive = above about -39%
#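 Human foreskin fibroblasts infected with luciferase-reporter HCMV at MOI 1 PFU/cell, compounds at two doses. Luciferase measured 72 h post infection; normalized to buffer-only basal and Salinomycin (10uM) controls.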
# Giardia FBPA inh: Giardia lamblia aldolase inhibition; Potency, µM (doses to about 59.6 µM), for the others: at the highest dose activity, negative = inhibition, actives largely listed as inhibitors; 0.71% of 290,000 active; purified Giardia FBPA; AID 2451; note: potency is the fitted concentration of half-maximal effect; nearly all actives have a fitted effect of over 55% in size
# Target sequence (A8B2U2 whole entry, looked up): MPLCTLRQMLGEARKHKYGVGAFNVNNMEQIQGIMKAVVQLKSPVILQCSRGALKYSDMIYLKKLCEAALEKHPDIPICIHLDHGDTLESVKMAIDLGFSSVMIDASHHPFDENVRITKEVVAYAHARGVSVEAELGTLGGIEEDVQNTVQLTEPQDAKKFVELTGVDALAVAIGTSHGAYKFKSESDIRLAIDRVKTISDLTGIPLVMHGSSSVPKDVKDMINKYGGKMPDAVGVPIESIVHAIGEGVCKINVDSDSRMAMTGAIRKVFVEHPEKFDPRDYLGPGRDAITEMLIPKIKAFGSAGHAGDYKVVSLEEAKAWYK
#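 Giardia FBPA (40 nM reagent) was preincubated 10 min at RT with compound (up to 57.5 uM final), then substrate plus GAPDH/TPI/NAD/arsenate coupling system with diaphorase/resazurin was added; resorufin fluorescence (525/598 nm) was read after 20 min.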
# HCV inhibitor: blocks hepatitis C virus; AID 651820; Potency, µM (series often up to 41.8 µM), for the others: at the top dose activity change, negative = inhibition, actives largely listed as inhibitors; 3.4% of 340,000 active; Huh7.5.1 HCVcc-Cre infection, luciferase reporter, 44 h; note: potency is the fitted concentration of half-maximal effect
#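 Infectious HCV cell culture screen: compound-treated cells (1,000/well, pre-plated 4 h) are infected with HCVcc-Cre at roughly 0.5 moi and grown 44 h. Infection is quantified by luciferase signal after 15 min substrate incubation at room temperature.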
# AmpC inh detg: AmpC beta-lactamase inhibition with detergent present | P00811 | AmpC hydrolysis of nitrocefin, absorbance 480 nm, 0.01% Triton | Potency, µM (highest dose often 114 µM), for the others: top-dose activity change, negative = inhibition, usual class: inhibitors | 0.041% of 370,000 active | AID 485294;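 note: potency is the fitted concentration of half-maximal effect; 0% = no-compound wells and -100% = no-enzyme wells; nearly all actives have a fitted effect of over 25% in size; some results filed as inactive show a strong effect at the top dose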
#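 20 mM phosphate pH 7.0 + 0.01% (detergent screen) or 0.0001% Triton X-100; 5.3 nM AmpC reagent; cpd preinc 15 min RT; nitrocefin (800 uM stock) to start; A480 q20 s × 4 min; Activity was normalised to no-enzyme and no-compound control wells.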
# Starred values were filed as active, the others as inactive; ? = inconclusive; nt = no result given; & = joins results of further samples; [ ] = another dose, or the depositor's remark. Unless noted, calls come from the whole dose curve; as a rule, active = well fitted curve in the direction sought with a large enough effect; inconclusive = small, poorly fitted or top-dose-only effect, or another doubt; inactive = no such curve, though single readings can be large; an effect the other way counts as inactive or inconclusive. Unless noted, % is set by controls: 0 for no effect and ±100 for the full control effect.
1: Cc1ccc(CNC(=O)c2cccc(-n3cnc4cccnc43)c2)cc1
2: Cc1cc(C)cc(NC(=O)CSc2nc3c(oc4ccccc43)c(=O)n2-c2ccccc2)c1
3: O=C(Nc1nnc(SCc2cc(=O)n3cc(Cl)ccc3n2)s1)c1cccc(F)c1
4: COc1ccc(CC(=O)NCc2ccc3c(c2)CCN3C(=O)c2cccc(C)c2)cc1
5: C=CCn1c(CCSCc2ccccc2)n[nH]c1=S
screen / no.	1	2	3	4	5
Sm TGR block	23%	-4%	2%	-6%	12%
AmpC no deterg	nt	-1%	nt	nt	-29%
HCMV inh	0	?	-13	-14	-25
Giardia FBPA inh	nt	-6%	nt	nt	-16%
HCV inhibitor	nt	-26%	nt	nt	-1%
AmpC inh detg	2%	?	19%	-1%	6%

6: CCn1c(=O)cc(OCC(=O)Nc2ccc(C)cn2)c2ccccc21
7: CC(C)n1nccc1NC(=O)COC(=O)c1ccc(NC(N)=O)cc1
8: CC(C)(C)n1nnnc1C(c1cccs1)N1CCN(Cc2ccccc2)CC1 (configuration not stated)
9: c1coc(C2OCC3(CO2)COC(c2ccco2)OC3)c1 (configuration not stated)
10: COc1ccc(-c2[nH]ncc2[C@@H]2C[C@H]3CN(Cc4ccccc4C)C(=O)[C@]34CCCN24)cc1
screen / no.	6	7	8	9	10
Sm TGR block	16%	nt	-16%	7%	-1%[57.1 µM]
AmpC no deterg	-3%	-26%	-20%	-10%	83%[activator]
HCMV inh	-61*	-6	-19	-23	-71*
Giardia FBPA inh	-3%	nt	-18%	-2%	-2%
HCV inhibitor	-15%	?	-24%&10%	8%	?
AmpC inh detg	?	nt	-1%	5%	-2%

11: CC(C)CNC(=O)NC(=O)COC(=O)C1CSC2(c3ccc(F)cc3)CCC(=O)N12 (configuration not stated)
12: O=C1CCc2cc(NS(=O)(=O)c3ccc([N+](=O)[O-])cc3)cc3c2N1CCC3
13: COc1ccc(C(=O)NCC(c2ccco2)S(=O)(=O)c2cccs2)cc1OC (configuration not stated)
14: O=C(CN1CCCCC1)Nc1ccc(NC(=O)c2ccc(Cl)cc2)cc1Cl
15: COc1ccc2[nH]c(=O)c(CN(CCO)S(=O)(=O)c3ccc(C)cc3)cc2c1
screen / no.	11	12	13	14	15
Sm TGR block	2%	5%	1.3µM*	-13%	15%
AmpC no deterg	96%[activator]	-27%	nt	-24%	-13%
HCMV inh	-9	9	19	?	-30
Giardia FBPA inh	-4%	nt	nt	3%	0%
HCV inhibitor	4%	-16%	nt	-6%	-17%
AmpC inh detg	3%	-11%	4%	-4%	0%

16: CN=Cc1sc2ccccc2c1O
17: COc1ccccc1NC(=O)CSc1nc2[nH]ncc2c(=O)[nH]1
18: COc1ccc([N+](=O)[O-])cc1NC(=O)C(C)Sc1ccccc1 (configuration not stated)
19: S=C(Nc1ccc(Cl)cc1)NC1CC2CCCC(C1)N2C1CC1 (configuration not stated)
20: COc1ccc(S(=O)(=O)N(C)Cc2ccc3c(c2)OCCO3)cc1
screen / no.	16	17	18	19	20
Sm TGR block	10%	2%	-1%	?	-2%
AmpC no deterg	-17%	-5%	-31%	-4%	-7%
HCMV inh	-1	-22	-10	3	-14
Giardia FBPA inh	0%	nt	-5%	-16%	nt
HCV inhibitor	-2%	0%	?	-26%	0%
AmpC inh detg	?	-13%	-9%	-3%	-1%

# Five compounds drawn at random from those above:
19: S=C(Nc1ccc(Cl)cc1)NC1CC2CCCC(C1)N2C1CC1 (configuration not stated)
9: c1coc(C2OCC3(CO2)COC(c2ccco2)OC3)c1 (configuration not stated)
20: COc1ccc(S(=O)(=O)N(C)Cc2ccc3c(c2)OCCO3)cc1
7: CC(C)n1nccc1NC(=O)COC(=O)c1ccc(NC(N)=O)cc1
4: COc1ccc(CC(=O)NCc2ccc3c(c2)CCN3C(=O)c2cccc(C)c2)cc1
screen / no.	19	9	20	7	4
Sm TGR block	?	7%	-2%	nt	-6%
AmpC no deterg	-4%	-10%	-7%	-26%	nt
HCMV inh	3	-23	-14	-6	-14
Giardia FBPA inh	-16%	-2%	nt	nt	nt
HCV inhibitor	-26%	8%	0%	?	nt
AmpC inh detg	-3%	5%	-1%	nt	-1%

# (list continues)
21: CC(C)(C)OC(=O)CC[C@@H](C(=O)N1CCN(C(=O)OC(C)(C)C)CC1)n1cc(C(Cc2ccc(O)cc2)NC(=O)OC(C)(C)C)nn1 (some centres not stated)
22: CCCN(CCC)CC(=O)NCC1(c2ccccc2)CCOCC1
23: COC(=O)c1cc(C(C)=O)n2ccccc12
24: O=C(CSCc1ccccc1Br)Nc1ccccc1
25: CC(O)(CS(=O)(=O)Cc1ccccc1Cl)C(=O)Nc1cccc(C(F)(F)F)c1 (configuration not stated)
screen / no.	21	22	23	24	25
Sm TGR block	-14%	-18%	5%	-3%	6%
AmpC no deterg	155%[activator]	13%	-15%	-24%	0%
HCMV inh	1	5	109	0	52
Giardia FBPA inh	-5%	6%	5%	2%	0%
HCV inhibitor	?	11%	?	8%	5%
AmpC inh detg	-3%	-6%	-3%	?	-11%

# Values by screen from above:
# AmpC no deterg for nos. 21–25: 155%[activator], 13%, -15%, -24%, 0%

# Next section
26: CCn1c(SCC(=O)NC2=NCCS2)nnc1C(C)NC(=O)c1ccccc1F (configuration not stated)
27: CN=c1scc(-c2ccccc2F)n1/N=C/c1ccc[nH]1
28: COc1cccc(C(=O)N(Cc2ccc(N(C)C)cc2)Cc2ccco2)c1
29: Cc1cc(NS(=O)(=O)c2ccc(NC(=O)Nc3cccc(Cl)c3)cc2)no1
30: COC(=O)c1nn(-c2ccc(OC)cc2)c(=O)cc1Oc1cccc(Cl)c1
screen / no.	26	27	28	29	30
Sm TGR block	0%	-14%	2%	-34%	-34%
AmpC no deterg	-25%	-24%	nt	-30%	-4%
HCMV inh	-27	-99*	?	35	-12
Giardia FBPA inh	-11%	-11%	nt	21%	0%
HCV inhibitor	18%	-26%	nt	29%	8%
AmpC inh detg	?	7%	14%	2%	?

31: Cc1ccc(-c2csc(NC(=O)C3CCN(S(=O)(=O)c4cccs4)CC3)n2)cc1
32: C=CCCOc1ccccc1C(N)=O
33: CCn1c(=O)cc(SCC(=O)NCc2ccc(C)cc2)c2ccccc21
34: O=C(Cc1c(Cl)cccc1Cl)N1CCN(S(=O)(=O)c2cccs2)CC1
35: Cn1c2c(c(=O)n(C)c1=O)C(c1ccccc1OC(F)F)C1=C(CCCC1=O)N2 (configuration not stated)
screen / no.	31	32	33	34	35
Sm TGR block	0%	-11%	2%&-4%	-1%	-3%
AmpC no deterg	-31%	13%	44%	-35%	-23%
HCMV inh	-79*	-17	9&-8	-3	-1
Giardia FBPA inh	-8%	0%	6%	nt	-1%
HCV inhibitor	10µM*	0%	-26%	-26%	2.8µM*
AmpC inh detg	-4%	-3%	9%&-11%	1%	1%

36: CNC(=O)N(O)C1N(/N=C/c2ccc(C)cc2)C(=S)SC1(C)C (configuration not stated)
37: COc1cccc(C2/C(=C(/O)c3ccc4c(c3)CC(C)O4)C(=O)C(=O)N2CC2CCCO2)c1 (configuration not stated)
38: O=C(CSc1ncn[nH]1)Nc1ccccc1-c1ccccc1
39: CCC(=O)Oc1ccc(NC(=O)CSCc2ccccc2)cc1
40: CN(Cc1ccccc1)C(=O)C(=O)c1cn(CC(=O)N2CCCC2)c2ccccc12
screen / no.	36	37	38	39	40
Sm TGR block	8%	0%	-1%	9%	0%
AmpC no deterg	3%	-9%	-14%	-20%	128%[activator]
HCMV inh	23	nt	29	-73*	25
Giardia FBPA inh	?	nt	12%	-4%	nt
HCV inhibitor	4%	8%	-6%	-1%	-2%
AmpC inh detg	-9%	-11%	-14%	-3%	3%

41: OCC1(CCCc2ccccc2)CCN(C2CCC2)CC1
42: COC(Cn1c(C)c(C(C)=O)c(C(C)=O)c1C)OC
43: O=C(CSc1nnc(-c2ccc(Cl)cc2)n1Cc1ccco1)Nc1ccc2c(c1)OCCO2
44: Cn1cc(/C=C/C(=O)c2ccccc2)c2ccccc21
45: Fc1ccccc1NC(=S)NCCc1ccccc1
screen / no.	41	42	43	44	45
Sm TGR block	-25%	16%	25µM*	-18%	?
AmpC no deterg	-1%	-28%	-31%	-15%	-27%
HCMV inh	-12	-11	?	10	-19
Giardia FBPA inh	-1%	nt	3%	-30%	0%
HCV inhibitor	3%	-6%	-24%	?	-11%
AmpC inh detg	?	-8%	-17%	1%	4%

46: Cc1nnc(C)n1/N=C/c1cccs1
47: Cc1ccc2oc(=O)n(CCOc3ccccc3Cl)c2c1
48: O=C1C2C3C=CC(C4CC34)C2C(=O)N1Cc1ccccc1 (configuration not stated)
49: Cc1ccc(S(=O)(=O)N2CCCC2)cc1C(=O)NCCOc1ccccc1
50: COc1cc(/C=N/N(c2ccccc2)c2ccccc2)ccc1O
screen / no.	46	47	48	49	50
Sm TGR block	-21%	5%	32%	-3%	-10%
AmpC no deterg	-5%	-15%	3%	-6%	-47%
HCMV inh	3	-4	?	-7	64
Giardia FBPA inh	3%	5%	9%	nt	0%
HCV inhibitor	8%	?	15%	-8%	?
AmpC inh detg	-4%	-8%	-1%	?	?

51: COc1cccc(CN(CC(=O)NCC2CCCO2)C(=O)CCC(=O)Nc2cc(C)on2)c1 (configuration not stated)
52: CC(C)/C=C/CN1CCN(CCCc2ccccc2)C(CCO)C1 (configuration not stated)
53: COc1ccc(NC(=O)CN2C(=O)CSC2=O)cc1
54: COC(=O)/C(=C1/Oc2ccc(C(C)(C)C)cc2S1)C(F)(F)F
55: CN(Cc1nccs1)C(=O)C1CCC(=O)N(Cc2ccccc2F)C1 (configuration not stated)
screen / no.	51	52	53	54	55
Sm TGR block	-1%	0%	-1%[57.1 µM]	-4%	-2%
AmpC no deterg	25%	15%	-13%	-8%	-16%
HCMV inh	7	-8	13	?	-30
Giardia FBPA inh	-1%	13%	-1%	0%	-2%
HCV inhibitor	1%	-1%	29%	6%	19%
AmpC inh detg	?	?	-3%	-9%	?

56: Cc1ccc(S(=O)(=O)N2CCN(C(=O)CN3CCCSc4ccccc43)CC2)cc1
57: Cc1nc2ccccc2cc1C(=O)N/N=C/c1ccc([N+](=O)[O-])cc1
58: CCCCOc1ccc(C(=O)NCc2cn3cccc(C)c3n2)cc1
59: N/C(=N\O)c1ccc(NC(=O)c2cccs2)cc1
60: CCNc1cc(Cl)nc(SC)n1
screen / no.	56	57	58	59	60
Sm TGR block	-4%	2%	2%	-3%	16%
AmpC no deterg	121%[activator]	-13%	nt	-14%	-9%
HCMV inh	-28	14	8	41	7
Giardia FBPA inh	nt	13%	nt	2%	4%
HCV inhibitor	10%	6%	nt	0%	?
AmpC inh detg	1%	-5%	24%	2%	-1%

61: COc1ccc(CC(=O)Nc2nc(-c3cccc([N+](=O)[O-])c3)cs2)cc1
62: COc1ccc(-c2cc3cc(-c4cc(OC)c(OC)c(OC)c4)ccc3o2)cc1
63: OCCN1CCN(CC(O)COCCOc2ccc(Br)cc2)CC1 (configuration not stated)
64: Cc1cc(=O)[nH]c2c(C)cc(S(=O)(=O)Nc3ccc(O)cc3)cc12
screen / no.	61	62	63	64
Sm TGR block	-13%	-3%	-4%	-1%
AmpC no deterg	-1%	-17%	2%	-10%
HCMV inh	-34	-7	-15	44
Giardia FBPA inh	4%	nt	9%	12%
HCV inhibitor	16%	?	-30%	-19%
AmpC inh detg	0%	-2%	-12%	-8%

# This is a random part of the collection. Share with any hit: about 9.9%.
